hK5 inh – blocks human kallikrein 5 protease activity; actives 0.59% (n = 210,000); recombinant hK5, fluorogenic AMC substrate cleavage; Q9Y337; inhibition, % at 5 µM;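 active means inhibition of 40% or more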;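 further: 0% = enzyme controls without compound and 100% = no-enzyme blanks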
Target sequence (Q9Y337 67-293 limits assumed): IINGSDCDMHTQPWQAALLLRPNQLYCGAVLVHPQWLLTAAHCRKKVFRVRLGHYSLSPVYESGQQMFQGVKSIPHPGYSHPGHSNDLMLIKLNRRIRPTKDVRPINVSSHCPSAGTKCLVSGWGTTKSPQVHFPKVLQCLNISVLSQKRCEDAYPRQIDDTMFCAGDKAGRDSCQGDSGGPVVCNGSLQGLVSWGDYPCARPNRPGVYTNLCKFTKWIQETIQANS
KCC2 mod – KCC2 (human) Cl- transport modulation | Q9H2X9 | KCC2 cells, thallium flux FluoZin-2 fluorescence | B-score of Tl+ flux slope (higher = more flux/activation; lower = inhibition) at 10 µM | actives 2.2% (n = 190,000);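 active means thallium flux slope and its plate-corrected score both differing from the plate sample mean at a set confidence after two filtering rounds, in either direction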;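 further: slope of fluorescence scaled to starting intensity during 10 to 20 s after thallium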
Rad51 HR inh – Rad51 (human) homologous recombination inhibition. Q06609. hRad51 DNA strand exchange, fluorescence dequenching. inhibition, % at 10 µM. actives 0.085% (n = 200,000);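 active means inhibition above 40% at the single screening dose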;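 further: 0% = DMSO control wells and 100% = blanks with heterologous ssDNA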
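System: human Rad51 nucleoprotein filaments preassembled on unlabelled ssDNA. Reagent: labelled 47-mer dsDNA for strand exchange. Schedule: 30-min compound preincubation and 15-min exchange, both room temperature. Measured by: FRET fluorescence dequenching, excitation 485 nm, emission 520 nm. Read-out: Fluorescence-based percent inhibition, control- and blank-normalised. Benchmarks: plate controls and plate blanks.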
thrombin 1536 – inhibitors of human thrombin; P00734; alpha-thrombin, Boc-VPR-AMC fluorogenic substrate cleavage; inhibition, % at 5 µM; actives 0.26% (n = 220,000); AID 1046;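 active means inhibition at or above 40%; inactive means inhibition below 40%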;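 further: 0% = enzyme with no compound and 100% = wells without enzyme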
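Material: Human alpha-thrombin protein | Buffer or medium: pH 7.5 Tris-saline with Tween 20 | Reagent: Boc-VPR-AMC substrate, 15 µM final | Schedule: Reaction at ambient temperature | Detection: AMC fluorescence at 355 nm excitation and 460 nm emission | Evaluation: Percent inhibition scaled between no-compound controls and no-enzyme blanks | Controls: no-compound enzyme wells and no-enzyme blanks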
FXIa inh 1536 – inhibitors of human coagulation factor XIa. P03951. purified FXIa, Boc-Glu-Ala-Arg-AMC fluorogenic substrate. inhibition, % at 5 µM. actives 0.14% (n = 220,000);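 active means inhibition of at least 40%; inactive means inhibition below 40%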;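 further: fluorescence of freed AMC excited at 355 nm; 0% = enzyme without compound and 100% = no enzyme blank; many of its hits are not listed in these tables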
Target sequence (P03951 19-387 limits assumed): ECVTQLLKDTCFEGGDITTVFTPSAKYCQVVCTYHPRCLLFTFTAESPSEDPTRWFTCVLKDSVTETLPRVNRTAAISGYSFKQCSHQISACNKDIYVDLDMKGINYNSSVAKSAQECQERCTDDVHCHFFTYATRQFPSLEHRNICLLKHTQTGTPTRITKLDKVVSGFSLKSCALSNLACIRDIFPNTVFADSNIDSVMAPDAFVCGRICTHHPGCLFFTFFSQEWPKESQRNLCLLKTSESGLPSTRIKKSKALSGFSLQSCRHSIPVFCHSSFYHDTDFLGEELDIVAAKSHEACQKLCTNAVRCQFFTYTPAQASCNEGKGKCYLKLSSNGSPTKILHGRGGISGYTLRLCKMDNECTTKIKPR
Target sequence (P03951 388-625 limits assumed): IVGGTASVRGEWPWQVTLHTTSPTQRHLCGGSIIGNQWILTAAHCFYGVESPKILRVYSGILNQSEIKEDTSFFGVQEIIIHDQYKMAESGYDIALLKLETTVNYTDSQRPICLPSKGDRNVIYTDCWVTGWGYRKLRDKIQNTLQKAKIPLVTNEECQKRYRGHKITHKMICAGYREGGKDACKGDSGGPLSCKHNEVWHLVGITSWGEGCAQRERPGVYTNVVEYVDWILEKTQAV
Furin inh – human furin inhibition | P09958 | purified furin, fluorogenic substrate cleavage | inhibition, % at 30 µM | actives 0.061% (n = 220,000) | AID 463115; in the data active means inhibition above about 25%; further: inactives centre near -15
m-calpain inh – blocks pig calpain II enzyme activity; purified calpain II, fluorogenic peptide substrate, 30 min; actives 0.37% (n = 220,000); inhibition, % at 16 µM; AID 1236;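 active means inhibition above about 50%, limit read from the data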
PERK inhibitor – blocks human PERK kinase; Q9NZJ5; CHO PERK-DD fusion, SEAP luminescence translation reporter; inhibition, % at 5.6 µM; actives 0.17% (n = 220,000); AID 1416;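 active means inhibition above the mean inhibition of all tested compounds plus 3 SD, set separately per screening campaign, cut at about 2.9% in these data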;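 further: PERK kinase domain activated by AP20187 dimerizer at 100 nM; 0% = DMSO with dimerizer and 100% = rapamycin at 8.4 µM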
FXIIa inh 1536 – inhibitors of human coagulation factor XIIa | P00748 | AID 800 | purified FXIIa, Boc-QGR-AMC fluorogenic substrate, 2 h | actives 0.3% (n = 220,000) | inhibition, % at 5 µM; in the data active means inhibition above about 40%;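 further: 0% = enzyme with no compound and 100% = blank without enzyme; many of its hits are not listed in these tables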
* marks the source's active call; other numbers are inactive results; . = not tested or not shown; [ ] = another dose, or the depositor's remark. An excerpt; the hit share may differ from the screen's.

SMILES	hK5 inh	KCC2 mod	Rad51 HR inh	thrombin 1536	FXIa inh 1536	Furin inh	m-calpain inh	PERK inhibitor	FXIIa inh 1536
CCN(C(=O)Cc1cccs1)c1nnc(-c2cc(OC)c(OC)c(OC)c2)s1	6	-0.86	-3	3	6	-9[20 µM]	-74	-2.1	18
O=C(CCc1ccccc1)NC(NC(=S)Nc1cccc(Cl)c1)C(Cl)(Cl)Cl (stereo unspecified)	-7	0.61	-5	11	10	-22[20 µM]	-16	-0.4	12
CCCOc1ccc(OCCN2CCCC(C)C2)cc1 (stereo unspecified)	-9	0.0013	22	3	9	-33	50*	0.3	16
Cc1cc(C)n2nc(CC(=O)NC3CCCC(C)C3C)nc2n1 (stereo unspecified)	4	0.048	-7	0	3	-15	2	-0.2	8
Cc1ccc(N=C2NC(=O)CS2)c(C)c1	5	0.82	-5	0	6	-10[20 µM]	-4	1.0	13
C=CCOc1ccc(/C=N\NC(N)=S)cc1	5	1.7	-7	3	4	-24	29	-0.3	12
COc1ccc(OC)c(NC(=O)C2CC(=O)N(CCc3ccccc3)C2)c1 (stereo unspecified)	1	0.042	3	-8	-2	-21	-76	1.3	6
CN(CC(O)COCc1cccs1)C1CCCCC1 (stereo unspecified)	9	0.067	-2	2	16	-36	0	-0.5	16
O=C(c1ccc(COCC(F)(F)F)o1)N1CCCCCC1	-6	-0.35	1	0	-2	-20	0	1.0	4
O=C(OCC(=O)c1ccc(Cl)s1)c1ccc2ccccc2n1	22	-1.1	14	33	14	-7	5	2.0	43*
S=C(Nc1ccc(Cl)cc1)c1sc(N2CCCCC2)nc1N1CCOCC1	32	-0.17	17	16	17	-4	20	0.1	30
COc1ccc(NC(=S)N2CCC(C(O)(c3ccccc3)c3ccccc3)CC2)cc1	-2	-1.1	.	1	7	-14	11	0.1	10
CCn1c(=O)n(CC(=O)NC2CCCC(C)C2C)c(=O)c2ccccc21 (stereo unspecified)	4	.	6	7	-2	-23	16	-1.2	-4
CC(=O)c1cc(C(=O)Nc2ccc(C(=O)O)cc2)oc1C	-4	.	-6	2	29	-12[20 µM]	16	1.5	34
O=C(/C=C/c1cc([N+](=O)[O-])ccc1OC(F)F)Nc1ccc(OC(F)F)cc1	-4	1	28	6	1	-15	15	0.4	10
O=C(Nc1ccc(Nc2ccccc2)cc1)c1ccco1	6	-2.5	-1	-2	-5	-13[20 µM]	20	0.5	1
CCc1cccc2c(SCC(=O)NCC3CCCO3)nc(-c3ccc(F)cc3)nc12 (stereo unspecified)	-30	.	-2	-1	-1	-16[20 µM]	47	0.2	14
CCCCc1ccc(NC(=O)CN2NS(=O)(=O)c3ccccc3C2=O)cc1	4	-0.2	-3	-2	-8	-8[20 µM]	23	-0.2	3
CC1(c2ccccc2)CC(c2ccccc2)=Nc2nonc2N1 (stereo unspecified)	-5	0.48	-2	-3	-5	3	-12	-0.1	10
CC(C)OCCCNC(=O)C(=O)NCCCOC(C)C	4	-0.28	10	0	-1	-17[20 µM]	-3	1.7	13
O=C1OC(Nc2ncccn2)c2ccccc21 (stereo unspecified)	42*	.	2	14	8	-18[20 µM]	1	1.7	106*
COc1cccc(-n2ccnc2SCC(=O)Nc2cc(C)on2)c1	-5	0.18	5	-4	-8	-11	1	0.2	1
COc1cc(OC)c(NC(=O)C(=O)CC(=O)c2ccc(C)cc2C)cc1Cl	8	16*	-13	13	11	-13	-45	-1.6	6
Cc1ccc(-c2c[n+](CC(=O)Nc3nc(-c4ccccc4)cs3)c3n2CCC3)cc1	2	-2.4	2	4	2	-17	-23	-2.0	5
Cc1cc2oc(=O)cc(CN3CCCCC3)c2cc1C(C)C	-7	-1	-6	-7	-14	-25[20 µM]	-22	0.5	-3
CC(=O)N1C(=O)N(C)C2C1N(C(C)=O)C(=O)N2C (stereo unspecified)	-29	0.36	2	-5	-5	-16[20 µM]	-13	0.7	5
COc1ccccc1CN1C[C@@H]2C[C@@H](c3ccccc3C)N3CCC[C@@]23C1=O	.	-2.1	-16	2	1	-14	25	0.6	6
COc1ccccc1CNC(=O)Cc1cc(=O)[nH]c(=O)[nH]1	-10	-0.3	-2	0	3	-10	-10	0.1	8
Cc1cc(C=C2C(=O)c3ccccc3C2=O)c(C)n1-c1ccc(Cl)cc1	-6	.	.	-8	-5	-26	-2	-0.3	-5
COCCn1c(C2CCCCC2)nc2sc3ccccc3c(=O)c2c1=O	-9	.	3	-11	0	-15	-40	-0.3	13
CC1(C)CC(=O)C(CC2=C(O)CC(C)(C)CC2=O)=C(O)C1	-11	-0.42	0	-9	0	-24[20 µM]	-2	0.3	-11
Cc1ccc(NC(=O)c2nc(C)n(-c3ccc([N+](=O)[O-])cc3)n2)cc1	-12	.	6	-6	-1	-15[20 µM]	5	0.7	-9
Cc1c(Br)c([N+](=O)[O-])nn1CC(=O)NCc1ccco1	-5	0.13	-28	-3	3	-12	-4	1.3	12
O=C(O)c1cccc(N2C(=O)C3CC=C(Cl)CC3C2=O)c1 (stereo unspecified)	9	0.35	7	-4	-5	-26	-5	0.9	5
O=C(O)C(c1ccccc1)N1C(=O)/C(=C/c2cccs2)SC1=S (stereo unspecified)	-4	-1.8	12	2	-3	1	14	0.9	8
COc1ccc(C(C(=O)NC2CCCCC2)N(C(=O)c2cccs2)c2ccc3c(c2)OCO3)cc1 (stereo unspecified)	9	-0.58	5	-4	-33	-28	30	0.6	-9
O=C(Sc1ccccc1)c1cccc(Cn2cc(C(F)(F)F)ccc2=O)c1	2	-0.35	-5	-2	5	-10	-9	1.0	10
CCOc1ccc(-n2nc3c(=O)n(CCN4CCCCC4)nc(C)c3c2C)cc1	-9	.	4	1	10	-18	-23	-0.7	19
N#C/C(=C/c1ccccc1[N+](=O)[O-])c1nc(C2CC2)cs1	-11	-0.054	2	-5	2	-9	5	0.0	4
Nc1nc(CSC(=S)N2CCOCC2)nc(Nc2ccccc2)n1	-23	0.15	-3	-9	-7	-11	-5	0.2	2
Cc1ccc(NC(=O)c2ccc(S(=O)(=O)N3CCC(C)CC3)cc2)cc1	1	0.022	-5	6	2	-18[20 µM]	16	-0.4	12
Cc1ccc(NC(=O)Cn2cccc2)c(C)c1	-7	0.47	0	-1	0	-11[20 µM]	-29	-0.2	12
O=C(N/N=C/c1ccc([N+](=O)[O-])cc1)C(=O)N1CCCC1	-6	-0.58	0	1	-1	-6	-5	2.0	5
CCn1c2ccccc2c2cc(NC(=O)COc3ccccc3OC)ccc21	-30	1	0	-4	8	-13	29	0.0	4
O=C(COC(=O)c1cccs1)c1ccc2c(c1)OCCO2	-6	0.35	.	-4	-14	-13[20 µM]	19	-0.1	-3
O=C(COC(=O)CNC(=O)C1CCCCC1)Nc1ccc(Cl)cc1F	5	-0.48	-18	1	8	5	16	0.6	13
COC(=O)NCCOc1cc(C)ccc1C	-3	0.17	1	-8	-12	-1[20 µM]	9	0.9	-9
Cc1ccc(/C=N/NC(=O)c2sccc2OCc2ccc(F)cc2)cc1	-20	.	9	-2	-3	-13[20 µM]	-20	-1.6	7

Arranged by number of heavy atoms (smallest number first): some entries from above
SMILES	hK5 inh	KCC2 mod	Rad51 HR inh	thrombin 1536	FXIa inh 1536	Furin inh	m-calpain inh	PERK inhibitor	FXIIa inh 1536
COC(=O)NCCOc1cc(C)ccc1C	-3	0.17	1	-8	-12	-1[20 µM]	9	0.9	-9
Cc1ccc(NC(=O)Cn2cccc2)c(C)c1	-7	0.47	0	-1	0	-11[20 µM]	-29	-0.2	12
Cc1c(Br)c([N+](=O)[O-])nn1CC(=O)NCc1ccco1	-5	0.13	-28	-3	3	-12	-4	1.3	12
O=C(O)c1cccc(N2C(=O)C3CC=C(Cl)CC3C2=O)c1 (stereo unspecified)	9	0.35	7	-4	-5	-26	-5	0.9	5
O=C(O)C(c1ccccc1)N1C(=O)/C(=C/c2cccs2)SC1=S (stereo unspecified)	-4	-1.8	12	2	-3	1	14	0.9	8
Nc1nc(CSC(=S)N2CCOCC2)nc(Nc2ccccc2)n1	-23	0.15	-3	-9	-7	-11	-5	0.2	2
O=C(COC(=O)CNC(=O)C1CCCCC1)Nc1ccc(Cl)cc1F	5	-0.48	-18	1	8	5	16	0.6	13
Cc1ccc(NC(=O)c2ccc(S(=O)(=O)N3CCC(C)CC3)cc2)cc1	1	0.022	-5	6	2	-18[20 µM]	16	-0.4	12
O=C(Sc1ccccc1)c1cccc(Cn2cc(C(F)(F)F)ccc2=O)c1	2	-0.35	-5	-2	5	-10	-9	1.0	10
CCn1c2ccccc2c2cc(NC(=O)COc3ccccc3OC)ccc21	-30	1	0	-4	8	-13	29	0.0	4
CCOc1ccc(-n2nc3c(=O)n(CCN4CCCCC4)nc(C)c3c2C)cc1	-9	.	4	1	10	-18	-23	-0.7	19
COc1ccc(C(C(=O)NC2CCCCC2)N(C(=O)c2cccs2)c2ccc3c(c2)OCO3)cc1 (stereo unspecified)	9	-0.58	5	-4	-33	-28	30	0.6	-9

Given bar-delimited: 2 of the compounds above
SMILES | hK5 inh | KCC2 mod | Rad51 HR inh | thrombin 1536 | FXIa inh 1536 | Furin inh | m-calpain inh | PERK inhibitor | FXIIa inh 1536
CCOc1ccc(-n2nc3c(=O)n(CCN4CCCCC4)nc(C)c3c2C)cc1 | -9 | . | 4 | 1 | 10 | -18 | -23 | -0.7 | 19
N#C/C(=C/c1ccccc1[N+](=O)[O-])c1nc(C2CC2)cs1 | -11 | -0.054 | 2 | -5 | 2 | -9 | 5 | 0.0 | 4

(more compounds)
SMILES	hK5 inh	KCC2 mod	Rad51 HR inh	thrombin 1536	FXIa inh 1536	Furin inh	m-calpain inh	PERK inhibitor	FXIIa inh 1536
COc1ccc(-c2ncc3ccccn23)cc1OC	1	-0.35	7	3	25	-15[20 µM]	-98	0.0	33
Cn1cnc(S(=O)(=O)Nc2ccc(OC(F)(F)F)cc2)c1	.	-0.88	.	1	3	-22	29	0.5	13
CCOc1c(Cl)cc(C(=O)Nc2ccccc2-c2ccccc2)cc1Cl	-4	.	.	4	3	-12[20 µM]	9	0.4	8
COc1ccc(NC(=O)Nc2ccc(C)cc2OC(F)F)cc1OC	-17	.	4	26	-18	-10[20 µM]	53*	-1.0	-4
COc1ccc(/C(N)=N/OC(=O)CCCc2ccccc2)cc1	-14	-1.9	.	-4	7	-26	-2	1.4	6
COc1ccc(C2CC(c3cccc(OC)c3)n3nc(N)nc3N2)cc1 (stereo unspecified)	21	-1.1	-4	-9	-11	-17	3	0.4	1
COc1ccccc1C(=O)NNC(=O)c1ccc(NC(=O)C(C)C)cc1	-18	0.37	15	2	-7	-12	5	1.9	-6
COC(=O)c1c(C)n(-c2ccc(C)cc2)c2ccc(O)cc12	7	.	.	0	1	-18[20 µM]	-5	-0.8	14
Cc1cc(C(=O)NNC(=O)CCCCC(=O)NNC(=O)c2cc(C)[nH]n2)n[nH]1	24	0.23	5	8	9	-2	17	-0.1	10
